H9c2 TAG inh = reduces triacylglycerol accumulation in H9c2 cells. Nile Red lipid (TAG) fluorescence; cells loaded with 200 µM oleic acid. inhibition, % at 12.5 µM. 0.66% of 230,000 active;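 active means pattern-corrected inhibition of lipid staining of at least 50% with the nuclear-stain viability signal not falling by more than 50%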;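 further: 0% = DMSO wells and 100% = triacsin C control wells; some results filed as inactive read as strong as hits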
H9c2 TAG inh DAPI viability = further read-out of H9c2 TAG inh, marked with its call; DAPI nuclei signal change (viability), lower = more cytotoxic, %;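 whole-well DAPI fluorescence read on a plate reader as a viability signal; minus 50 percent equals half of cells still viable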
* hit, by the source's call. This is a subset; count on the stated rates, not on these rows.

SMILES	H9c2 TAG inh	H9c2 TAG inh DAPI viability
CC(=O)N1CCN(c2ccc(NCc3ccc(-c4ccc(Br)cc4)o3)cc2)CC1	-10	4
Cc1cc(=O)n2[nH]c(-c3ccc(Cl)cc3)cc2n1	4	-2
CN(C)S(=O)(=O)c1ccc2c(c1)/C(=C/c1cc3c([nH]1)CCCC3)C(=O)N2	-34	-26
CS(=O)(=O)Nc1ccc(C(=O)Nc2cccc([N+](=O)[O-])c2)cc1	-6	-5
COc1ccc(-c2cc(C(F)(F)F)n3ncc(C(=O)N4CCCCC4c4cccnc4)c3n2)cc1 (configuration not stated)	15	7
CCCC(=O)N1CCCC1(C)C(=O)Nc1ccc(OC(F)F)cc1 (configuration not stated)	10	-6
N#Cc1ccc(C(=O)NNC(=O)c2cccc(S(=O)(=O)N3CCOCC3)c2)cc1	-4	7
Cc1ccc(S(=O)(=O)NCc2ccco2)cc1C(N)=O	-13	9
Cc1ccc(NC2(C#N)C(=O)Nc3ccccc32)cc1 (configuration not stated)	-7	4
NC(=O)[C@H]1CC2(CC(c3cccc(NC(=O)CC(c4ccccc4)c4ccccc4)c3)=NO2)CN1C(=O)c1ccccc1C(=O)c1ccccc1 (some centres not stated)	0	-10
O=C(NCc1ccccc1Cl)C1CC(=O)N(Cc2ccccc2)C1 (configuration not stated)	6	-4
COC(=O)c1ccc(Oc2nc(NC(C)C)nc(SC)n2)cc1	-24	2
c1ccc(CCC2CCCCN2Cc2cn[nH]c2-c2cc3ccccc3o2)nc1 (configuration not stated)	12	14
CCCc1cc(=O)[nH]c(SCC(=O)Nc2ccc(Br)cc2)n1	9	-1
CCc1cccc(OCCCCNCCO)c1	3	2
O=C(OCC(=O)N1CCCC1=O)c1cc(S(=O)(=O)N2CCOCC2)ccc1F	-3	-9
N#CCSc1nnc(COc2ccc3ccccc3c2)o1	-4	9
O=C(COC(=O)C1CCC1)Nc1cc(S(=O)(=O)N2CCCCC2)ccc1Cl	-8	-1
CNC(=O)CN1C(=O)CSc2nc(C)cc(C)c21	21	7
NC(=O)N/N=C/c1cccc(C(F)(F)F)c1	0	0
COc1ccc(C(=O)Nc2c(N)nc[nH]c2=O)cc1	-4	-1
CSCCC(NC=O)C(=O)NC(C)C(=O)O (configuration not stated)	-6	3
O=C(Nc1ccccn1)c1ccc(=O)[nH]n1	-11	8
O=C(c1c(F)cccc1F)N1CCN(c2cccc(C(F)(F)F)c2)CC1	-16	-5
CCCOc1c(Br)cc(C2C3=C(CCCC3=O)N(CC)C3=C2C(=O)CCC3)cc1OC	-7	12
SMILES	H9c2 TAG inh	H9c2 TAG inh DAPI viability
COc1ccc(C(=O)Cn2cc[n+](C)c2)cc1	3	2
CC1CCCC(C)N1C(=O)COc1cccc(Oc2ccccc2)c1 (configuration not stated)	12	-7
COc1cccc(NC(=S)NCCN2CCOCC2)c1	11	6
COc1ccc(NC(=O)COC(=O)CCCOc2ccc(Cl)cc2Cl)cc1Cl	2	5
CCOC(=O)Nc1nc2ccccc2s1	-4	13
C[C@@H]1CN([C@H](C)CO)C(=O)CCCn2cc(nn2)CO[C@H]1CN(C)C(=O)Nc1cccc2ccccc12	-2	-5
COc1ccc([N+](=O)[O-])cc1NS(=O)(=O)c1cc(C(=O)O)ccc1OC	-13	13
COc1cc(/C=N/OCC(=O)NC2CCS(=O)(=O)C2)ccc1OC(F)F (configuration not stated)	3	1
Cc1ccccc1NC(=O)/C(=C\c1cccs1)NC(=O)c1ccccc1	7	-13
CN(C)C(=O)CSc1nnc(-c2ccc(F)cc2)c2ccccc12	8	-5
Cc1ccn2cc(CCNC(=O)c3ccc(Br)o3)nc2c1	-3	6
O=C(c1ccc([N+](=O)[O-])c(CS(=O)(=O)c2ccc(Cl)cc2)c1)N1CCCC1	-9	-4
Cc1cc(C)nc(N/N=C/c2cc(Br)ccc2O)n1	36	-23
CCOC(=O)C(=CNc1cc(OC)ccc1-n1cccc1)C(=O)OCC	-8	9
Cc1cscc1-c1nc(NCC2CC2)nc2ccsc12	-1	9
O=S(=O)(/C=C/c1ccccc1)Nc1ccc(F)cc1	8	-3
COC(=O)c1cccn(CC(=O)c2ccc(Cl)cc2Cl)c1=O	11	-11
COC(C/C=C\[C@@H](O)[C@@H](C)OCc1ccccc1)OC	-1	-11
CC(C)(C)NC(=O)Nc1nnc(SCC(=O)NC2CCCCC2)s1	19	1
CCCCC(=O)Nc1ccc2c(c1)OCCO2	-3	3
S=C(CSc1ccccc1)Nc1cccc2ccccc12	-9	0
COc1cccc(C(=O)O/N=C2\CCS(=O)(=O)c3sccc32)c1	-15	0
CCCCC1=NN(C(=O)c2cccnc2)C(O)(C(F)(F)F)C1 (configuration not stated)	-7	13
CCCNC(=O)CSc1ccc(S(=O)(=O)N2CCCC2)cn1	-15	8
CCOc1ccc(CCNC(=O)COC(=O)c2ccc(S(C)(=O)=O)cc2)cc1OCC	13	3
SMILES	H9c2 TAG inh	H9c2 TAG inh DAPI viability
O=C(Nc1nc(-c2ccccc2)cs1)c1ccco1	13	-14
CS(=O)(=O)N(CC(N)=O)c1ccc(F)c(Cl)c1	-11	5
COCCn1nnnc1CN(CCc1ccc(OC)c(OC)c1)Cc1cc2ccc(C)cc2[nH]c1=O	-19	-3
Nc1nnnn1/N=C/c1cccc(OCc2ccccc2Cl)c1	-22	-5
COc1ccc(C(=O)Nc2ccc(OC)c([N+](=O)[O-])c2)cc1Br	0	-6
CC(=O)N1CCN(CC(=O)Nc2c(Cl)cccc2Cl)CC1	-1	16
O=c1n(CC2CO2)c(=O)n(CC2CO2)c(=O)n1CC1CO1 (configuration not stated)	25	-15
O=C(CCc1nc2sc3c(c2c(=O)[nH]1)CCCC3)NCCOc1ccccc1	-16	2
NC(=S)N1N=C(c2ccccc2)CC1=O	-10	17
Cn1nc(-c2ccc(C(=O)NCC3CCCO3)cc2)c2ccccc2c1=O (configuration not stated)	-4	-6
C=CC[C@@H](CC(=O)N[C@@H](CO)Cc1ccccc1)C(=O)N[C@H](COC(=O)[C@@H](CC=C)Cc1ccc(F)cc1)Cc1c[nH]c2ccccc12	-9	5
COc1cccc(NC(=O)CCC2CCN(C(=O)c3sccc3C)CC2)c1	3	-2
Cc1ccc(S(=O)(=O)N2CCCCC2)cc1NC(=O)c1ccco1	-13	12
Cc1cccc(CN2CCN(C(c3ccccc3)c3ccc(Cl)cc3)CC2)c1 (configuration not stated)	-46	6
Cc1cc(=O)oc2cc(Oc3ncccn3)ccc12	-1	-12
O=C(O)c1ccccc1NC(=O)C1CCN(S(=O)(=O)c2ccc3c(c2)OCCO3)CC1	-5	-8
COc1cccc(NC(=S)N(CCN(C)C)C(C)c2ccncc2)c1 (configuration not stated)	7	1
NC(CCc1ccccc1)c1csc(Nc2ccc(C(=O)NCCO)cc2)n1 (configuration not stated)	10	15
Cc1sc(NC(=O)CN(Cc2ccccc2)C(=O)C2CC2)c(C(N)=O)c1C	-48	-3
CC(C)(C)c1cc(NCc2ccccn2)n2ncc(-c3ccc(Cl)cc3)c2n1	52*	94*
CCOC(=O)C1CCN(C(=O)c2cccc(NC3=NC4CS(=O)(=O)CC4S3)c2)CC1 (configuration not stated)	-20	-3
Oc1[nH]c2ccc(Br)cc2c1N=NC(=S)NCC1CCCO1 (configuration not stated)	17	-5
O=C(N/N=C/c1cccc([N+](=O)[O-])c1)c1cc(-c2ccc3c(c2)OCO3)n[nH]1	-5	8
O=S(=O)(c1ccc2c(c1)OCCO2)N1CCC(O)(c2ccc(Cl)cc2)CC1	-20	8
CC(=O)c1ccc(-n2c(-c3cc(-c4ccsc4)n[nH]3)n[nH]c2=S)cc1	-1	3
SMILES	H9c2 TAG inh	H9c2 TAG inh DAPI viability
Cc1ccc(S(=O)(=O)N2C[C@H]3[C@H]4C(=O)N(c5ccccc5)C(=O)[C@H]4C[C@H](OC(=O)NCC4CCCCC4)[C@@]3(O)C2)cc1	5	1
c1ccc(NC2=NCCN2CCCC2CCCC2)cc1	4	-1
CNc1cnc(-c2ccsc2)cn1	9	1
CCN(CC)C(=O)Cn1c(=O)oc2ccccc21	-8	2
O=C(c1ccccc1O)N1CCOCC1	4	-7
O=C(NS(=O)(=O)Nc1ccccc1)C1=C(N2CCCC2)COC1=O	-18	-11
CC(OC(=O)c1nsc(Cl)c1Cl)C(=O)NCc1ccco1 (configuration not stated)	7	-5
O=C(COC(=O)C1CCN(c2ccc(C(F)(F)F)cn2)CC1)NCc1ccc(F)cc1	3	2
COc1ccc(OCCN2CCC(C(=O)NC(c3ccccc3)c3ccc4ccccc4n3)CC2)cc1 (configuration not stated)	10	23
CSc1ccccc1C(=O)Nc1cccc([N+](=O)[O-])c1C	1	-3
O=S(=O)(c1cccc2nonc12)N1CCN(c2ccc(F)cc2)CC1	3	9
CC(C)CC1=C/C(=C/c2ccc(-c3ccccc3)o2)C(=O)O1	0	28
O=C(CS(=O)(=O)c1ccccc1)N1CCc2ccccc21	0	0
NS(=O)(=O)c1ccc(CCNC2CC(=O)N(CCc3ccccc3)C2=O)cc1 (configuration not stated)	-13	-6
Cc1ccccc1CN1CCN(S(=O)(=O)c2cccs2)CC1	-7	5
Fc1cccc(CSc2ccc3nnc(-c4ccccn4)n3n2)c1	7	-10
Cc1ccc(N=Cc2ccc(N(C)C)cc2)cc1	16	-10
CCCNc1nc(-c2ccccc2)c(C(=O)OCC)cc1C#N	45	12
COc1cc(C(=O)N2CCN(C(=O)Cc3ccccc3)CC2)cc(OC)c1OC	10	-2
O=C(Nc1ccc(Br)cn1)c1ccc([N+](=O)[O-])o1	84	-72
Nc1cc(S(=O)(=O)N2CCOCC2)ccc1N1CCOCC1	-28	5
CCOC(=O)C1=C(C)N(c2ccc(C)cc2)C(=O)/C1=C\c1ccc(O)c(OC)c1	-3	1
Cc1onc(-c2c(Cl)cccc2Cl)c1C(=O)Nc1nc(C(C)(C)C)cs1	29	-14
O=C(CN1CCN(S(=O)(=O)N2CCCCC2)CC1)Nc1ccc(Br)cc1	3	-4
CC(=O)Oc1c(Br)cc(N(C(C)=O)S(=O)(=O)c2ccccc2)c2ccccc12	6	1
SMILES	H9c2 TAG inh	H9c2 TAG inh DAPI viability
Cc1cccc(C)c1-c1ccc(CN2C(CC(C)C)C(=O)N(Cc3cn(CCO)nn3)CCS2(=O)=O)cc1 (configuration not stated)	12	0
Cc1ccccc1C(=O)c1cccn1CC(=O)NCCCN1CCc2ccccc2C1	7	14
Cc1ccc(NC(=O)C2CC(=O)N(Cc3ccco3)C2)cc1 (configuration not stated)	-9	-4
Cn1c(NC(=O)C[n+]2cc(-c3ccc(Cl)c(Cl)c3)n3c2CCC3)cc(=O)n(C)c1=O	14	-4
CCOC(=O)C(C)Oc1cc(Cl)c(C=O)cc1OC (configuration not stated)	11	-9
Cc1cnc(CNC(=O)c2csc([C@@H]3O[C@H](CO)[C@H](O)[C@H](O)[C@H]3O)n2)cn1	3	-3
CC(=O)NC(=S)Nc1cccc2ccc(C)nc12	-3	-1
Cn1nnc(NC(=O)COc2ccc(C3CCCCC3)cc2)n1	-4	6
COc1c(C)cccc1C(=O)Nc1cc(Cl)ccc1N1CCOCC1	1	3
COC(=O)c1cccc(C(=O)N2CCC(CO)(Cc3ccccc3Cl)CC2)c1	-7	2
O=C(CSc1nnc2ccc(-c3ccccn3)nn12)Nc1cccc(F)c1	9	-4
CCNC(=O)NC(=O)C(C)OC(=O)c1cc(S(=O)(=O)N2CCCCCC2)ccc1OC (configuration not stated)	20	-5
Cc1cc(=O)oc2cc(OCC(=O)N3c4ccccc4NC(=O)C3(C)C)ccc12	-1	0
Cc1ccc2c(c1)N(C(=O)CCC(=O)NCc1cccnc1)CC(C)O2 (configuration not stated)	0	3
O=[N+]([O-])C1=CC=C2C(=NC3(CCCCC3)N2O)C1=NCCc1ccccc1	25	-7
CC(=O)N1CCN(S(=O)(=O)c2ccc(C)c([N+](=O)[O-])c2)C1C(C)C (configuration not stated)	-1	-13
COc1ccc(/C=N/NC(=O)CN2CCCCCCC2)c(C)c1C	-2	5
O=C(N/N=C/c1ccc2nccnc2c1)c1ccncc1	7	-2
COc1ccc(N(CC(=O)N2CCN(Cc3ccccc3)CC2)S(=O)(=O)c2ccccc2)cc1	-31	10
O=C(CSc1nnnn1C1CCCCC1)NNC(=O)c1ccco1	-2	18
COc1ccc(C(C)=O)cc1COC(=O)c1ccc(S(=O)(=O)N2CCOCC2)cc1	-13	-6
O=Cc1c(Sc2ccccc2)nc2ccccn2c1=O	-7	6
CC1=C(C)CC2C(C1)C(=O)c1ccc(Br)cc1S2(=O)=O (configuration not stated)	-5	5
O=C(CCNS(=O)(=O)c1cccc2nsnc12)NC1CCN(Cc2ccccc2)CC1	-10	3

Bioassay records deposited in PubChem by Sanford-Burnham Center for Chemical Genomics.
